Compound activity from PubChem.
USP10 inh: human USP10 deubiquitinase inhibition | purified USP10, Ub-rhodamine fluorescence, 60 min | inhibition, % at 20 µM | actives 1.1% (n = 47,000) | AID 1645856
OTUD3 inh: blocks human OTUD3 ubiquitin-rhodamine cleavage; purified OTUD3, Ub-rhodamine fluorescence, 2 h; inhibition, % at 25 µM; actives 0.7% (n = 47,000)
USP30 inh: human USP30 deubiquitinase inhibition; Q70CQ3; purified USP30, Ub-rhodamine cleavage fluorescence; inhibition, % at 25 µM; actives 5.3% (n = 47,000)
UCHL1 inh: inhibitors of human UCHL1 deubiquitinase; purified UCHL1, Ub-rhodamine cleavage fluorescence; inhibition, % at 20 µM; actives 0.2% (n = 47,000)
USP7 block: blocks human USP7 ubiquitin-rhodamine cleavage; Q93009; purified USP7, Ub-rhodamine cleavage fluorescence; inhibition, % at 20 µM; actives 0.3% (n = 47,000); AID 1645854
USP17 block: human USP17-like deubiquitinase inhibition. actives 6.5% (n = 47,000). inhibition, % at 50 µM. purified USP17, Ub-rhodamine cleavage fluorescence, 3 h
USP28 inh: human USP28 deubiquitinase inhibition; actives 3% (n = 47,000); Q96RU2; purified USP28, Ub-rhodamine cleavage fluorescence, 30 min; inhibition, % at 25 µM
Target sequence (Q96RU2 whole entry, looked up): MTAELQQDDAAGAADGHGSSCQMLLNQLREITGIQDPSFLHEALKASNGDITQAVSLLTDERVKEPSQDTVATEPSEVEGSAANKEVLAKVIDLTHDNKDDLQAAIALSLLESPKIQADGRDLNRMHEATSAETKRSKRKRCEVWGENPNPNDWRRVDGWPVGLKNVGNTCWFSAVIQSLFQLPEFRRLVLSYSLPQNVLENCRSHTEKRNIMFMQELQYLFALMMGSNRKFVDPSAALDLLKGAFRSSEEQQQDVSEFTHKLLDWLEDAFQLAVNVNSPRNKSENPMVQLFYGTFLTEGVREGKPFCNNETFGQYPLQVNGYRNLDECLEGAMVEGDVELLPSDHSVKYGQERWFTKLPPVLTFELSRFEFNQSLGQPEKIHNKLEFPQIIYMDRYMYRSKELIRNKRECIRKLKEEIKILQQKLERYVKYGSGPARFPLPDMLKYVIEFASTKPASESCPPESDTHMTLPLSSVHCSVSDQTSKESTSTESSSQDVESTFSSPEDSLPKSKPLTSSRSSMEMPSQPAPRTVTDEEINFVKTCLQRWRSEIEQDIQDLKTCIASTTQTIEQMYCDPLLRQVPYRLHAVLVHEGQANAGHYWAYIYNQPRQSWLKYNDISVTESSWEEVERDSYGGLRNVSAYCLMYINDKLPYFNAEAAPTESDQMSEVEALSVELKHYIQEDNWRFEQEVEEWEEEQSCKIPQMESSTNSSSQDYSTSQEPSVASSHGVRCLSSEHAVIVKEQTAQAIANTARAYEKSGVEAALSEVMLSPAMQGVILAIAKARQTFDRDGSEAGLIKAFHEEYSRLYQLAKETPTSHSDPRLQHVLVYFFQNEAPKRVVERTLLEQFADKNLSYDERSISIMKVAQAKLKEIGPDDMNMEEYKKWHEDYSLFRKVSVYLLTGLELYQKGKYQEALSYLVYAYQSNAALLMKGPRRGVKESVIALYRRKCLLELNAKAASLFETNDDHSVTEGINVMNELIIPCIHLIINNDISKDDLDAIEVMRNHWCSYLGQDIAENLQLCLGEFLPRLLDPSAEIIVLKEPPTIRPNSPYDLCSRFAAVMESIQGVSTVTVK
USP8 inh: inhibitors of human USP8 deubiquitinase | purified USP8, Ub-rhodamine cleavage fluorescence, 30 min | P40818 | AID 1645853 | inhibition, % at 20 µM | actives 4.2% (n = 47,000)
* marks the source's active call; other numbers are inactive results; i = inactive; · = no result given. Rule as the data show it: active = inhibition above about 30%; inactive = the rest.

cpd	Compound	USP7 block	USP10 inh	USP8 inh	USP17 block	USP30 inh	OTUD3 inh	UCHL1 inh	USP28 inh
1	Cn1nc(C(=O)N2CCN(c3ccccn3)CC2)c2c1-c1ccsc1CC2	-19	1	1	0	-4	4	2	2
2	Cc1cccc(NC(=O)C2CN(S(C)(=O)=O)c3ccccc3O2)c1C (stereo unspecified)	0	0	-5	-5	5	0	0	0
3	CCOc1nccnc1NC1CCN(C(=O)c2ccc(C#N)cc2)CC1	5	-2	11	13	20	11	3	13
4	COc1ccccc1-c1noc2ncnc(NCCCN3CCCC(C)C3)c12 (stereo unspecified)	-8	1	2	-2	-3	-4	-3	-7
5	O=C(Nc1ccccc1)c1ccc(N2CCCCS2(=O)=O)cc1Cl	1	0	6	18	6	3	2	9
6	CC(=O)N1C(C)(C)CC(=O)CC1(C)C	9	-2	23	17	19	9	2	8
7	O=C(c1cnn2c3c(cnc12)CCCC3)N1CCCCCC1	-36	0	-1	9	23	7	2	17
8	O=C(CCc1ccco1)N1CCC2(CC1)Nc1ccccc1S(=O)(=O)N2	-1	-3	12	-5	11	10	-1	7
9	COCCNc1nnc(-c2ccncc2)s1	0	-1	-5	0	0	4	-2	-5
10	COc1cccc(C(=O)NC2CC(=O)N(c3ccc(F)cc3)C2)c1OC (stereo unspecified)	1	2	6	3	1	3	0	0
11	Cc1c(C)n(CCO)c2ncn3nc(-c4ccc(F)cc4)nc3c12	-3	0	4	-5	-61	-4	-5	-13
12	CC(=O)N1Cc2cc(C)ccc2OC2(CCN(CC(=O)N3CCCCC3C)CC2)C1 (stereo unspecified)	-3	-4	0	14	2	6	-1	5
13	COc1ccc(-c2nc(NC(=O)Cn3ccc(C(F)(F)F)n3)sc2C)cc1	0	13	7	19	5	7	6	13
14	COc1cc(NC(=O)c2ccc3c(c2)OCO3)ccc1-c1cc2ccccc2oc1=O	25	29	69*	47*	-19	55*	5	43*
15	O=C(Nc1ccc(F)cc1F)c1cc([N+](=O)[O-])ccc1N1CCCCC1	-5	4	-11	-4	26	0	3	2
16	O=C1CC(CNS(=O)(=O)c2ccc(Cl)cc2)CN1Cc1ccc(F)cc1 (stereo unspecified)	-9	0	-1	-5	-13	-2	-2	0
17	Cc1cc(CNC(=O)c2nnn(-c3cccc4c3CCN(C)C4)c2C)on1	-4	-8	-19	-52	-55	-17	-5	-12
18	COc1ccc(CC2(NC(=O)c3ccccc3)N=C3C(C)=CC=CN3C2=O)cc1OC (stereo unspecified)	2	1	-1	-10	0	0	-2	-13
19	Cc1cc(C)n2nc(CN(C(=O)Cc3ccccc3)c3ccc(Cl)cc3)nc2n1	-19	-3	-1	-6	2	-2	1	-5
20	Cc1cc(N2CCN(c3ncccn3)CC2)nc2ccc(NC(=O)C3CCC(C(C)(C)C)CC3)cc12 (stereo unspecified)	-6	-7	3	2	0	-6	-7	0
21	O=S(=O)(c1ccc(F)cc1F)N1CCN=C1N1CCCCC1	-12	-3	13	24	2	2	0	1
22	c1cc(N2CCCCC2)ncc1-c1noc(CN2CCOCC2)n1	-13	-4	0	-11	-22	-3	-2	-9
23	O=C(C1CCC1)N1CCCCC1c1nnc(-c2nccc3ccccc23)o1 (stereo unspecified)	0	3	8	15	18	17	1	10
24	O=C(CCc1nnc2n(Cc3ccccc3)c(=O)c3ccccc3n12)N1CCN(C(=O)c2ccco2)CC1	-16	-3	3	3	19	4	2	5
25	CN1Cc2c(C(=O)NC(C)(C)C)ncn2-c2ccccc2S1(=O)=O	3	1	2	0	10	-1	0	-4
26	COc1ccc(-c2nn(-c3ccccc3)cc2/C=C(/C#N)c2ccccc2)cc1OC	5	5	0	-7	-26	-4	4	-7
27	COc1ccc(-c2[nH]nc3c2C(c2cc(OC)c(OC)c(OC)c2)CC(=O)O3)cc1 (stereo unspecified)	4	6	7	12	20	13	4	1
28	COc1ccc(NC(=O)c2ccc(CN(c3ccc(C)c(C)c3)S(C)(=O)=O)cc2)cc1	1	7	-8	9	-58	-3	1	0
29	Cc1nc2ccccc2n1CC(=O)N1CCCC(c2ccnc(=O)[nH]2)C1 (stereo unspecified)	2	0	0	1	3	0	-1	0
30	Cc1ccc2nc3c(cc2c1)CN(Cc1ccco1)C(=O)O3	-4	8	3	18	2	3	-3	-2
31	CN(Cc1cccs1)C(=O)C1CCCN1C1=NS(=O)(=O)c2ccccc21 (stereo unspecified)	4	4	9	11	16	6	2	9
32	O=C(CCN1C(=O)[C@@H]2Cc3ccccc3CN2C1=O)Nc1cccc(F)c1	-5	-3	0	-23	-8	0	-1	-3
33	O=C(Cn1c(=O)ccn(Cc2ccccc2)c1=O)NCc1ccco1	0	1	-4	-4	-18	-4	0	-2
34	Cc1cc(Nc2ccccn2)nc(C2CCCN(C(=O)C3CCCC3)C2)n1 (stereo unspecified)	-5	1	0	-2	0	-1	-3	-11
35	CC(C)c1ccc(CNc2nc3ccncc3n(C)c2=O)cc1	-5	-6	-37	0	-6	6	0	5
36	C[C@]12C(=O)N(c3ccccc3C(=O)NCC3CCCO3)C(=O)N1CCc1c2[nH]c2ccccc12 (stereo partly specified)	-11	-2	3	-32	-5	-6	-2	-9
37	Cc1cc(C)cc(N2CC(c3nnc(NC(=O)CCCc4ccccc4)s3)CC2=O)c1 (stereo unspecified)	9	13	-9	0	5	2	7	1
38	Cc1cc(C)n(Cc2c(C(=O)NC3CCCc4ccccc43)noc2C)n1 (stereo unspecified)	-28	-6	14	-23	-133	-26	-19	-28
39	CCC(=O)N1CCc2cc(Br)c(S(=O)(=O)CCC(=O)N3CCN(C(=O)c4ccco4)CC3)cc21	-2	0	-13	-25	-11	0	-2	-7
40	CCn1c(SCC(=O)Nc2ccccc2OC)nnc1-c1c[nH]c2ccccc12	4	2	20	-3	5	-2	3	13
41	CC(=O)NC(Cc1ccccc1)C(=O)NC1CCN(C(=O)Nc2ccc(F)cc2)CC1 (stereo unspecified)	-16	2	2	1	13	1	0	0
42	COc1ccc(-c2ccc(NS(=O)(=O)c3ccc(F)cc3)cc2)nn1	6	2	4	9	18	3	1	8
43	Cc1ccc(-c2ncc(C(=O)Nc3ccc(Cl)cc3)c(-c3ccncc3)n2)cc1	-37	-4	28	-104	i	-109	-36	-130
44	Cc1cc(C(=O)N2CCCCC2)c2c(=O)n(Cc3cccc(C#N)c3)c(=O)n(C)c2n1	-10	-1	-4	-14	-7	-1	-4	-9
45	Cc1cccc(OCC(=O)Nc2ccc3c(c2)CCC(=O)N3Cc2ccccc2)c1	9	11	21	16	31*	12	5	15
46	O=C1CCN=C(Nc2ccc(F)c(Cl)c2)S1	-4	3	-7	·	0	-10	-7	-9
47	O=C(Nc1cccnc1)C1(c2ccc(Cl)cc2)CCCC1	-8	-14	-12	1	-7	-13	-1	-2
48	C[C@]12C(=O)N(c3ccccc3C(=O)NC3CCCCC3)C(=O)N1CCc1c2[nH]c2ccccc12	3	0	-1	45*	32*	7	1	6
49	CN(C)S(=O)(=O)c1ccc(N2CCCC2)c(C(=O)Nc2ccccc2N2CCOCC2)c1	2	0	-7	-1	0	5	-1	1
50	O=C(N[C@@H]1[C@@H](c2ccccc2)[C@@H](CO)N2CCC[C@H]12)c1ccc2c(c1)OCCCO2	3	0	-2	0	-1	0	1	0
51	COc1ccc2[nH]c3c(c2c1)CCN1C(=O)CN(Cc2cccc(Cl)c2)C(=O)[C@]31C	-5	0	0	-3	5	-1	4	0
52	CS(=O)(=O)N(CC(=O)Nc1ccc(S(=O)(=O)N2CCOCC2)cc1)c1cccc([N+](=O)[O-])c1	0	1	-148	-36	0	-6	1	-6
53	COc1ccc(/C=C/C(=O)N2CC[C@@]3(O)CCCC[C@H]3C2c2ccc(OC)cc2)cc1 (stereo partly specified)	-6	-1	-114	-1	10	5	5	2
54	O=S1(=O)Cc2ccccc2C(n2ccnc2)c2ccsc21 (stereo unspecified)	4	0	15	7	13	9	2	5
55	COc1ccc(NC(=O)CCCCn2c(=O)c3ccccc3n(CC(=O)c3ccc(F)cc3)c2=O)cc1	3	19	-268	1	-8	0	-2	-11
56	CN1c2ccccc2C(=O)NC12CCN(C(=O)Nc1cccc(F)c1)CC2	-28	1	4	1	9	5	1	6
57	COC(=O)CSc1nnc(-c2cccc(NC(=O)c3ccc(C)cc3)c2)n1C	4	-2	-42	-1	23	15	2	23
58	CCn1ncc(S(=O)(=O)N2CCCCCC2c2cc(-c3ccc(F)cc3)on2)c1C (stereo unspecified)	2	0	15	10	17	8	1	8
59	CC(C)c1ccc(OCC(=O)Nc2nonc2-c2ccccc2)cc1	5	10	11	16	11	7	3	7
60	Cc1ccc(OC(C)C(=O)N2CCC(c3[nH]nc4nccnc34)CC2)cc1C (stereo unspecified)	1	2	-16	4	0	7	0	15

Complete entries, looked up by structure. Values in the order: USP7 block	USP10 inh	USP8 inh	USP17 block	USP30 inh	OTUD3 inh	UCHL1 inh	USP28 inh
Results for CN1c2ccccc2C(=O)NC12CCN(C(=O)Nc1cccc(F)c1)CC2 → -28	1	4	1	9	5	1	6
Results for COC(=O)CSc1nnc(-c2cccc(NC(=O)c3ccc(C)cc3)c2)n1C → 4	-2	-42	-1	23	15	2	23
Results for O=C(N[C@@H]1[C@@H](c2ccccc2)[C@@H](CO)N2CCC[C@H]12)c1ccc2c(c1)OCCCO2 → 3	0	-2	0	-1	0	1	0

Fetched by compound from the list above, 3 records:
cpd	Compound	USP7 block	USP10 inh	USP8 inh	USP17 block	USP30 inh	OTUD3 inh	UCHL1 inh	USP28 inh
50	O=C(N[C@@H]1[C@@H](c2ccccc2)[C@@H](CO)N2CCC[C@H]12)c1ccc2c(c1)OCCCO2	3	0	-2	0	-1	0	1	0
54	O=S1(=O)Cc2ccccc2C(n2ccnc2)c2ccsc21 (stereo unspecified)	4	0	15	7	13	9	2	5
51	COc1ccc2[nH]c3c(c2c1)CCN1C(=O)CN(Cc2cccc(Cl)c2)C(=O)[C@]31C	-5	0	0	-3	5	-1	4	0

(cont.)
cpd	Compound	USP7 block	USP10 inh	USP8 inh	USP17 block	USP30 inh	OTUD3 inh	UCHL1 inh	USP28 inh
61	CC(C)C(=O)N=c1sc2cccc(F)c2n1C	-133	-3	-14	-6	-2	0	-3	20
62	CSC1=NCCN1C(=O)c1cc2ccccc2o1	0	3	0	6	19	1	-1	9
63	O=C(O)/C=C/c1ccncc1	0	-1	0	1	-12	-4	-2	-12
64	CCN1CCC2(CCN(C(=O)c3cnc(C)cn3)CC2)C1=O	2	0	-47	-7	9	14	-1	7
65	O=C(Cn1nnc(-c2cccc(C(F)(F)F)c2)n1)c1c[nH]c2ccccc12	10	7	6	-18	-20	-10	2	22
66	CC(C)(C)c1ccc(C(=O)NCc2nnc3ccccn23)cc1	1	-2	6	-11	i	-8	1	-1
67	COc1ccc2c(c1)nc(C(F)(F)F)n2C1CCN(C(=O)Cc2cnc[nH]2)CC1	0	1	3	-14	-13	-8	-3	-11
68	CC(CO)C1=C2C/C=C(/C=O)[C@H]3C(=O)[C@H](O)[C@H](C)[C@@H]3C[C@@]2(C)CC1 (stereo partly specified)	-1	-6	-20	-15	-32	-20	-6	-14
69	Cc1cccc(NC(=O)C(C)n2cnc3onc(C)c3c2=O)c1C (stereo unspecified)	4	0	-3	1	13	4	1	10
70	CCC(=O)N1CCC(n2c(-c3ccccc3OC)nc3c(OC)cccc32)CC1	-2	0	-1	-2	1	-6	0	-6
71	O=C(c1cscn1)N1CCC2(CCCN2Cc2ccc(Cl)cc2)C1 (stereo unspecified)	0	-1	-20	3	6	7	0	0
72	Cc1cc(-c2cncc(CC3CCN(S(=O)(=O)N(C)C)CC3)n2)n[nH]1	-1	-3	-25	-19	-23	-16	-5	-15

Another view of part of the listing above.
[70] CCC(=O)N1CCC(n2c(-c3ccccc3OC)nc3c(OC)cccc32)CC1
[71] O=C(c1cscn1)N1CCC2(CCCN2Cc2ccc(Cl)cc2)C1 (stereo unspecified)
[72] Cc1cc(-c2cncc(CC3CCN(S(=O)(=O)N(C)C)CC3)n2)n[nH]1

| assay / entry | 70 | 71 | 72 |
| --- | --- | --- | --- |
| USP7 block | -2 | 0 | -1 |
| USP10 inh | 0 | -1 | -3 |
| USP8 inh | -1 | -20 | -25 |
| USP17 block | -2 | 3 | -19 |
| USP30 inh | 1 | 6 | -23 |
| OTUD3 inh | -6 | 7 | -16 |
| UCHL1 inh | 0 | 0 | -5 |
| USP28 inh | -6 | 0 | -15 |

Further compounds
cpd	Compound	USP7 block	USP10 inh	USP8 inh	USP17 block	USP30 inh	OTUD3 inh	UCHL1 inh	USP28 inh
73	Cc1cc(NS(=O)(=O)c2ccc(NC(=O)COc3ccccc3F)cc2)no1	4	3	0	10	·	10	0	·
74	CCC(=O)N1Cc2ccccc2CC2(CCCN2Cc2ccncc2)C1 (stereo unspecified)	-13	-5	-302	-70	-162	-31	-17	-36
75	C=C1C=C(C)n2cc(CSc3nc4ccc(OCC)cc4[nH]3)nc2N1	0	-2	-4	-1	-7	-7	0	14
76	C[C@]12C(=O)N(C3CCCC3)CC(=O)N1CC(c1ccc(Cl)cc1)c1c2[nH]c2ccccc12 (stereo partly specified)	-60	0	17	7	8	1	9	5
77	C[C@]12C(=O)N(C3CCCC3)CC(=O)N1CC(c1ccc(Br)cc1)c1c2[nH]c2ccccc12 (stereo partly specified)	-55	-3	5	-2	-17	-8	4	-7
78	COc1ccc(C)cc1NC(=O)CSc1nnc2c3ccccc3nc(-c3ccco3)n12	-1	-1	-8	10	-10	-5	-2	2
